VIM-2 inhibitor: inhibitors of Pseudomonas aeruginosa VIM-2 metallo-beta-lactamase; purified VIM-2, nitrocefin hydrolysis, epi-absorbance fluorescence; inhibition, % at 5.6 µM; 290,000 tested, 0.89% active;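 active means inhibition above the mean of all tested compounds plus 3 SD, cutoff set per screening run, cut at about 7.5% in these data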;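 further: red hydrolysis product quenches plate fluorescence so inhibitors raise well fluorescence; 0% = enzyme with DMSO and 100% = DMSO without enzyme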
DNA FID counter: fluorescent intercalator displacement, NS3 helicase counter-screen; DNA fluorescent intercalator displacement, fluorescence; inhibition, % at 7.9 µM; 290,000 tested, 0.17% active; in the data active means inhibition above about 37%;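 further: 0% = vehicle and 100% = reference compound; higher means more ethidium bromide displaced from hairpin DNA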
IDE cell activ: IDE (human) activation, cell-based. 340,000 tested, 0.073% active. P14735. activation, % at 5.96 µM. HEK cells, FAbeta-B cleavage, fluorescence polarization; 0% vehicle, 100% cell-free pure enzyme wells;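 active means activation above the mean of all tested compounds plus 3 SD, set per screening campaign, cut at about 17% in these data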
Target sequence (P14735 whole entry, looked up): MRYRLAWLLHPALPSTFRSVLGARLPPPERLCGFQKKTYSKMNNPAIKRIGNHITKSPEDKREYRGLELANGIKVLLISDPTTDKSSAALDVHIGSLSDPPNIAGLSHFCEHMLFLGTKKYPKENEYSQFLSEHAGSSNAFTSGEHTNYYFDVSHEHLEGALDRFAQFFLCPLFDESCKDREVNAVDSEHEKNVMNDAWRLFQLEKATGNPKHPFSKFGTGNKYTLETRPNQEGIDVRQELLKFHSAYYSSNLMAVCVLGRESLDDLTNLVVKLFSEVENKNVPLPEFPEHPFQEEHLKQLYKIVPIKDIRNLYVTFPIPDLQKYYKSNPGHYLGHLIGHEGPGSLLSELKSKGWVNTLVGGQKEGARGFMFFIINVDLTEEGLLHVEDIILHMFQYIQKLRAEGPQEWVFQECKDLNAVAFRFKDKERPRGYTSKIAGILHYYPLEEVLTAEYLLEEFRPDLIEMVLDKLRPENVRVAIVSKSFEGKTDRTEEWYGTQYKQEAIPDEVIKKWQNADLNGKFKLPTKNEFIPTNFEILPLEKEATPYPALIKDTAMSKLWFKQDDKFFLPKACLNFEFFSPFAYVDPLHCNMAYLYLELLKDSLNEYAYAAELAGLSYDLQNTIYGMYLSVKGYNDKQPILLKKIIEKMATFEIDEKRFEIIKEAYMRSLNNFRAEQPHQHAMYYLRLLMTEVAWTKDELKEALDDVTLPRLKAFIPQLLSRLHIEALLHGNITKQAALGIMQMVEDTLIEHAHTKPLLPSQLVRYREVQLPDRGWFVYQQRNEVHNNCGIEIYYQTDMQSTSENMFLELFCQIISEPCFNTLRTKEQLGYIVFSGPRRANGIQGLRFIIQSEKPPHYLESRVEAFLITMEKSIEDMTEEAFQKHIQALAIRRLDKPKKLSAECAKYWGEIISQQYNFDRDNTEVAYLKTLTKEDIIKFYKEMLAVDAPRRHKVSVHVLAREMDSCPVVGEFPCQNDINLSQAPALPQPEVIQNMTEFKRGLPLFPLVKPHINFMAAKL
IMP-1 inh: inhibitors of Pseudomonas aeruginosa IMP-1 metallo-beta-lactamase | 290,000 tested, 0.45% active | inhibition, % at 5.6 µM | purified IMP-1, nitrocefin hydrolysis, epi-absorbance fluorescence;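 active means inhibition above the mean plus 3 SD of all compounds in the same screening run, cut at about 4.5% in these data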;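 further: 0% = IMP-1 with DMSO and 100% = DMSO wells lacking enzyme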
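system = purified recombinant IMP-1 beta-lactamase | amount = 0.2 nM IMP-1, as dispensed | medium = HEPES buffer pH 7.1 with ZnSO4 and Brij 35 | times = 25 °C, 15 min preincubation, 25 min reaction | detection = plate fluorescence quenching by hydrolysis product, ex 480/em 530 nm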
pCIP destab: p/CIP protein destabilization | Q05BA5 | F442A p/CIP-EGFP cells, EGFP fluorescence, 16 h | decrease of EGFP signal, % at 10 µM | 290,000 tested, 0.01% active | AID 1984;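 active means EGFP signal decrease of at least 30% at 10 µM or well 3 SD below plate mean, unless failing retest; inactive means the rest, including hits failing retest or dose response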; further: some compounds called inactive have numbers as strong as hits; many of its hits are not listed in these tables
UBC9 SUMO inh: blocks human SUMOylation mediated by UBC9. P63279. HTRF SUMOylation assay, SAE1/SAE2 + UBC9, in vitro. inhibition, % at 35 µM. 290,000 tested, 0.36% active. AID 2006; in the data active means inhibition above about 50%, passing the limit was not always enough; further: strong numbers were not always called active
MEKK3 PB1 HTS: modulators (inhibitors or enhancers) of MEK5 binding to human MEKK3 PB1 domain; Q99759; AID 1529; 290,000 tested, 1.4% active; binding response (% of control), % at 10 µM; bead-based flow cytometry, Alexa488-MEK5 binding to MEKK3; actives lie on both sides; 0 = blocked by unlabeled MEK5, 100 = vehicle;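 active means binding response more than 3 SD above or below the average of its plate-row segment, actives on both sides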;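 further: Alexa488 bead fluorescence after subtracting the streptavidin-only scavenger bead signal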
NS3 helicase inh: HCV NS3 helicase inhibition. AID 1800. inhibition, % at 10.9 µM. NS3 helicase DNA unwinding, Cy5 molecular beacon fluorescence. 290,000 tested, 0.56% active;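 active means inhibition above the mean of all tested compounds plus 3 SD, set per campaign, cut at about 35% in these data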;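 further: 0% = DMSO wells and 100% = thioflavine S control wells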
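Compound dosing – single dose, 10.9 µM nominal final, DMSO 0.8% final · System – NS3 helicase fragment of HCV · Buffer or medium – MOPS pH 6.5, MgCl2, DTT, Tween20, BSA · Signal – Cy5 beacon fluorescence read at start and 1 h · Also added – annealed dual-labelled DNA beacon duplex, ATP-started · Schedule – 1 h at 25 °C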
PHOSPHO1 inh: blocks human PHOSPHO1 phosphatase activity. Q8TCT1. recombinant PHOSPHO1, absorbance phosphatase assay. inhibition, % at 13.3 µM. 290,000 tested, 1.1% active; in the data active means inhibition above about 60%
* = called active by the depositor; . = no result given.

Each structure is followed by: VIM-2 inhibitor	DNA FID counter	IDE cell activ	IMP-1 inh	pCIP destab	UBC9 SUMO inh	MEKK3 PB1 HTS	NS3 helicase inh	PHOSPHO1 inh
1. COc1ccc(C2Nc3ccccc3C(=O)N2NS(=O)(=O)c2ccc(C)cc2)cc1 (stereo not given)
  -3.0	-8	3	-2.6	-11	3	109	2	-15
2. CN(Cc1c(C(=O)N2CCc3ccccc3C2)nc2ccc(Cl)cn12)C(C1CC1)C1CC1
  -2.9	-3	7	-3.3	-17	15	104	-13	32
3. CN1CCN(c2nc3c(c(=O)[nH]c(=O)n3C)n2CC(N)=O)CC1
  -2.4	-1	1	-1.4	-6	3	93	-2	-28
4. C=C1c2ccccc2NC(=S)N1Cc1ccc2c(c1)OCO2
  -1.9	4	4	-3.8	13	4	100	3	22
5. OC1CCN(C(=S)Nc2ccc(Nc3ccccc3)cc2)CC1
  -2.0	8	-1	-13	-14	0	100	-43	4
6. O=C(c1ccc(-n2cccc2)cc1)N1CCOCC1
  -1.5	-2	1	3.3	-5	14	108	-2	6
7. COc1cc(NC(=O)c2cc(-c3ccco3)on2)c(OC)cc1Cl
  -1.8	2	3	-1.5	-25	40	.	1	-9
8. O=C(N[C@H]1CCCCNC1=O)c1cc(COc2ccc(F)cc2F)on1
  -0.8	-12	-1	-1.4	7	-4	98	-7	4
9. COc1ccc(C(=O)CSc2nnc(NC(=O)C3CC(=O)N(c4ccccc4C)C3)s2)cc1 (stereo not given)
  -2.7	-27	4	0.8	-13	8	100	-2	-13
10. Cc1nc2ccc(S(=O)(=O)NC(C(=O)Nc3nccs3)C(C)C)cc2s1 (stereo not given)
  0.9	-1	8	-0.3	-10	-18	112	6	6
11. COc1ccccc1N1CCN(C(=O)CCc2ccc(S(=O)(=O)NCC(C)C)cc2)CC1
  0.3	-47	2	-1.4	-11	-10	105	0	-22
12. CCn1c(=O)c2cc(C(=O)Nc3cccc(C(C)=O)c3)sc2c2ccccc21
  0.0	0	3	1.3	-5	19	106	-1	32
13. CC(C)CSc1nc2c(=O)[nH][nH]c(=O)c2n1Cc1ccccc1
  -1.0	-10	2	-3.0	3	23	106	7	14
14. O=C1c2ccsc2SCCN1Cc1ccc(F)cc1
  -1.8	-15	1	-4.0	-20	10	105	-13	18
15. O=C(COc1ccccc1)N1CCN=C1SCc1cccnc1
  -3.3	0	3	-2.3	-9	18	113	6	24
16. COc1ccc(Cn2nc(C)cc2C)cc1OC
  -3.0	-1	5	-2.9	-14	-8	113	3	-1
17. CCCC(=O)NC(C)c1nc2ccccc2[nH]1 (stereo not given)
  -3.9	-7	3	-5.6	-21	11	110	10	-22
18. COc1cc(/C=N/NC(=O)c2cccnc2)ccc1OCC(=O)N1CCOCC1
  -2.0	-7	4	-2.5	-5	14	98	3	-9
19. CC(=O)COc1ccc2c(-c3cccc([N+](=O)[O-])c3)cc(=O)oc2c1
  2.4	-1	-2	2.0	-2	8	89	15	39
20. Cc1cc(OCC(=O)NCCCN2CCCC2=O)c2c(C)cc(=O)oc2c1
  1.7	-12	2	-0.8	-12	17	101	3	28

(next part)
Each structure is followed by: VIM-2 inhibitor	DNA FID counter	IDE cell activ	IMP-1 inh	pCIP destab	UBC9 SUMO inh	MEKK3 PB1 HTS	NS3 helicase inh	PHOSPHO1 inh
21. Cc1cc(C)c2c(n1)SCC(=O)N2CC(=O)Nc1c(C)cccc1C
  -0.7	-13	6	-4.6	5	7	96	3	39
22. CC1CCN(C(=O)c2cc3c(=O)n4ccccc4nc3s2)CC1
  3.7	-26	1	-0.7	-8	22	100	-3	40
23. CCC1(CC)Cc2ccccc2-c2nc(NN)[nH]c(=O)c21
  -3.4	-9	5	-3.2	-11	-13	104	10	-6
24. CCOC(=O)C1CCN(C(=O)C2CCN(S(=O)(=O)c3cc(Cl)ccc3OCC)CC2)CC1
  1.2	-41	3	-0.5	2	0	103	-4	.
25. Cc1nc(-c2ccccc2)sc1C(=O)NN
  -1.5	-3	-6	-2.6	0	15	109	1	36
26. COc1ccc(NC(=O)Cc2coc3ccc4ccccc4c23)cc1S(=O)(=O)N1CCOCC1
  -1.6	-25	-8	-1.8	-10	-9	106	-13	-1
27. O=C(c1n[nH]c2ccccc12)N1CCOCC1
  -2.7	-1	6	-2.4	-13	4	103	-7	1
28. O=C(c1ccc(Cl)cc1Cl)N1CCC(c2nc3c(nnn3Cc3ccco3)c(=O)[nH]2)CC1
  -1.3	-36	1	-1.4	3	-12	91	-17	21
29. O=C(CCn1nc(-c2ccccc2)ccc1=O)N1CCOCC1
  -5.0	0	0	-3.0	-2	6	.	3	43
30. CC(C)C(O)C1CCN(Cc2nc(-c3cccs3)no2)CC1 (stereo not given)
  -1.4	-21	-3	-1.1	-15	7	102	7	49
31. CCCc1nc2oc3c(Cl)ncnc3c2c2c1CCCC2
  1.8	1	8	-0.8	0	7	82	13	-15
32. COc1ccc(CNC(=O)C2CC(C)=C(C)CC2C(=O)O)cc1 (stereo not given)
  -0.5	-4	7	2.8	7	-7	96	5	2
33. CC1CCN(C(=O)c2cc(F)c(F)cc2Cl)CC1
  -2.4	1	9	-3.4	4	12	100	2	2
34. O=C(Nc1ccccc1)c1ccc(N2CCN(c3ccccc3)CC2)c(S(=O)(=O)N2CCOCC2)c1
  -1.3	-2	1	-2.8	-4	-10	99	-7	4
35. COc1cccc(SCc2noc(C(=O)NC(C)C)c2C(=O)O)c1
  -2.1	-8	3	-2.8	-9	1	100	2	33
36. Cc1ccc(NC(=S)NCCN2CCOCC2)cc1F
  -3.1	1	2	-2.7	-13	-6	104	2	47
37. OC(COC1CCCCC1)CN1CCCCC1 (stereo not given)
  -2.8	3	6	-7.5	3	6	96	1	28
38. CCOC(=O)N1CCN(C(=O)CCCn2c(=O)[nH]c3ccccc3c2=O)CC1
  -1.2	-13	0	-1.5	-1	20	96	1	11
39. CCOC(=O)C1(CCOC)CCN(Cc2ccc(COC)o2)CC1
  -1.0	0	8	-1.0	10	6	94	0	46
40. CC1CN(C(=O)CCC(=O)NCc2ccccc2)c2ccccc2O1 (stereo not given)
  -1.1	-18	-5	-2.3	-1	22	100	-4	-98

Retrieved one by one from the entries so far:
Each structure is followed by: VIM-2 inhibitor	DNA FID counter	IDE cell activ	IMP-1 inh	pCIP destab	UBC9 SUMO inh	MEKK3 PB1 HTS	NS3 helicase inh	PHOSPHO1 inh
34. O=C(Nc1ccccc1)c1ccc(N2CCN(c3ccccc3)CC2)c(S(=O)(=O)N2CCOCC2)c1
  -1.3	-2	1	-2.8	-4	-10	99	-7	4
31. CCCc1nc2oc3c(Cl)ncnc3c2c2c1CCCC2
  1.8	1	8	-0.8	0	7	82	13	-15

Continued.
Each structure is followed by: VIM-2 inhibitor	DNA FID counter	IDE cell activ	IMP-1 inh	pCIP destab	UBC9 SUMO inh	MEKK3 PB1 HTS	NS3 helicase inh	PHOSPHO1 inh
41. Cc1ccc(SCCNCc2ccco2)cc1
  -1.8	2	1	-4.4	-14	11	106	19	58
42. Cc1cc2cc(CN(Cc3ccco3)C(=S)NCC3CCCO3)c(=O)[nH]c2cc1C (stereo not given)
  0.0	-29	1	-0.3	2	6	93	-9	1
43. CCn1c(CC(=O)Nc2ccccc2)nnc1SCC(=O)Nc1ccccc1C(=O)OC
  -0.3	-23	1	-3.2	-2	4	99	2	2
44. CCN(C(=S)NCc1ccccc1)c1cccc2ccccc12
  -3.6	-14	-2	-2.1	3	-4	101	-2	-39
45. Cc1cc(N2CCCCCC2)nc(-c2ccccc2O)n1
  -2.2	-3	1	-5.1	3	12	.	1	-17
46. CCn1c(=O)cc(OCC(=O)Nc2ccc3c(c2)OCCO3)c2ccccc21
  -1.2	-14	1	-1.9	-8	10	104	-3	-14
47. CCOC(=O)C1(C)NC(c2ccc(O)cc2)C2C(=O)N(c3ccccc3)C(=O)C21 (stereo not given)
  0.6	-2	0	0.9	3	-6	102	1	24
48. O=C(c1ccc2c(c1)OCCO2)N1CCN(c2ccc([N+](=O)[O-])cc2)CC1
  1.2	-5	.	0.4	-5	0	78	7	32
49. COc1ccc(C(=O)Oc2ccc(C(=S)N3CCOCC3)cc2)cc1
  1.1	-3	-6	0.1	-11	-1	99	0	17
50. Cc1ccc(NS(=O)(=O)c2cc(C(=O)NCc3ccccn3)ccc2Cl)cc1C
  -0.3	-21	1	-3.0	7	7	95	-2	23
51. Cc1ccc(C(=O)NCC#N)cc1
  -1.5	18	-2	-3.0	-2	1	101	-4	12
52. CCCNC(=O)c1ccc(N2CC3CC(C2)c2cccc(=O)n2C3)c(NC(=O)Nc2ccc(CC)cc2)c1 (stereo not given)
  -4.7	-57	5	-4.3	-20	.	98	-17	53
53. N#Cc1c(NC(=S)NC(=O)c2ccccc2)sc2c1CCCC2
  -0.8	0	-7	-3.0	-4	10	95	7	-7
54. CCC(C)c1ccccc1NC(=O)C1CCCO1 (stereo not given)
  0.2	-2	1	-3.1	-6	18	108	3	3
55. CCc1ccccc1NC(=O)Nc1cc(F)ccc1F
  -1.3	-4	6	-1.4	-7	-16	105	-2	-27
56. Cc1cc(N(C)C)c(C#N)c(N2CCCCC2)n1
  -0.6	-1	4	-1.4	0	18	97	-4	-2
57. CC(C)CN(C(=O)COC(=O)c1nc(Cl)ccc1Cl)C1CCS(=O)(=O)C1 (stereo not given)
  0.1	-8	1	-0.7	-8	12	101	5	-8
58. COc1ccc(C(=O)Nc2ccncc2)c(OC)c1
  -3.1	-2	1	-2.5	0	13	108	2	-3
59. Nc1ccc(C23CC4CC(CC(O)(C4)C2)C3)cc1
  -0.4	-1	4	-2.8	-17	7	98	4	26
60. COc1cc(/C=C2\SC(=S)N(NC(=O)c3ccc(O)c(OC)c3)C2=O)ccc1O
  -5.6	11	-106	-8.1	-17	11	103	-10	29
61. CSc1nnc2c(n1)OC(c1ccsc1)N(C(C)=O)c1ccccc1-2 (stereo not given)
  -4.1	5	3	-5.1	0	19	103	9	0

Screens: PubChem BioAssay, several laboratories

These rows are one share of the data. The share of hits here may be higher or lower than overall.
